p53ts 39C kill – cytotoxicity in p53ts cells at nonpermissive temperature | Potency, µM (titrated, usually from 46.1 µM), inactives show top-dose activity change, negative = cell killing, hits mostly cytotoxic | H1299-p53A138V viability at 39C, ATP luminescence, 24 h | 130,000 compounds, 1.5% hits; note: nearly all actives have a fitted effect of over 55% in size
Peg3 imprint – inducers of genomic imprint erasure in mouse ES cells | mouse ES Peg3-LacZ reporter, beta-gal luminescence, 40 h | Potency, µM (top dose mostly 60.7 µM), without a hit: at the highest dose activity change, positive = activation, most hits filed as activators | 110,000 compounds, 0.02% hits;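 note: 0% = negative control wells on the plate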
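Readout: BetaGlo luminescence (5 min, room temp) for LacZ from the normally silent maternal Peg3 allele in female Peg3LacZ-Neo ES cells. Cells 300/well, 40 h, 37C, 5% CO2. Data normalized per plate to negative controls.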
IkB signaling – inhibitors of IkB signaling in ABC-DLBCL cells. ABC-DLBCL IkBa-CBG/CBR dual luciferase ratio, 4 h; response scale: scaled: untreated 0%, proteasome inhibitor 100%. Potency, µM (doses to about 57.1 µM), inactives show at the highest dose IkBa stabilization activation. 110,000 compounds, 0.04% hits; active = well fitted curve in the direction sought with a large enough effect in the signal ratio, not every such curve was filed as active; inconclusive = small, poorly fitted or top-dose-only effect, or a change in a side signal; the % refers to the signal ratio;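 note: the direction sought is a rising ratio; 0% = basal untreated cells and 100% = reference inhibitor full response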
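In this assay, an IκBα–CBG68 fusion accumulates when IKK-driven degradation is blocked; native CBR normalizes for cell number. OCI-Ly3 cells were treated 4 h with compound and doxycycline, then green and red light read after Chroma-Glo addition.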
p53ts 32C kill – cytotoxicity in p53ts cells at permissive temperature | Potency, µM (series often up to 46.1 µM), without a hit: top-dose activity change, negative = cytotoxicity, most hits filed as cytotoxic | 130,000 compounds, 0.93% hits | H1299-p53A138V at 32C, ATP luminescence viability, 24 h | AID 924;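 note: 0% = DMSO and -100% = full killing by reference compound; nearly all actives have a fitted effect of over 55% in size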
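ATP-content luminescence (ATPlite) read-out after 24 h compound exposure at 32C in H1299-p53A138V cells (600/well). Tested up to 46 uM. Normalized to DMSO (0%) and 100 uM tamoxifen (100% killing); Hill-fit AC50.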
Active calls of the source: *; ? = inconclusive; nt = no result given; [ ] = dose if it differs, or a comment. Unless noted, calls come from the whole dose curve; as a rule, active = well fitted curve in the direction sought with a large enough effect; inconclusive = small, poorly fitted or top-dose-only effect, or another doubt; inactive = no such curve, though single readings can be large; an effect the other way counts as inactive or inconclusive. Unless noted, % is set by controls: 0 for no effect and ±100 for the full control effect; potency is the fitted concentration of half-maximal effect. The order is random; 1.7% or so of the library scored in one or more.

structure	p53ts 32C kill	Peg3 imprint	p53ts 39C kill	IkB signaling
Cc1cc(-c2ccc(C)c(S(=O)(=O)N3c4ccccc4CC3C)c2)on1 (stereo unspecified)	-2.3%	-3.0%[10.9 µM]	-22.5%	-0.3%
CC1CCN(S(=O)(=O)c2ccc3c(c2)oc(=O)n3CC(=O)NC(C)c2ccccc2)CC1 (stereo unspecified)	7.9%	-10.0%[10.9 µM]	-12.9%	?
Cc1ccc(-c2cc(NC(=O)C(C)Oc3ccc(C)c(C)c3)on2)cc1 (stereo unspecified)	-5.8%	22.3%[10.9 µM]	-22.6%	-1.4%
CC(=O)Nc1cc(C(=O)NCc2ccccc2)ccc1Sc1ccc(C)cc1	-6.7%	-6.8%[10.9 µM]	?	0.1%
O=c1oc2ccccc2cc1-c1cn2cc(Cc3ccccc3F)sc2n1	5.1%	-22.1%[10.9 µM]	-16.2%	0.1%
CC(=O)c1c(C)oc2ccc(N(C(=O)Oc3ccccc3)S(=O)(=O)c3ccc(C(C)(C)C)cc3)cc12	22.1%	-23.9%[10.9 µM]	8.0%	7.3%
CCn1[nH]c(=O)c(=Nc2c(C)n(C)n(-c3ccccc3)c2=O)cc1-c1ccc(Cl)cc1	-15.1%	-3.2%	-2.2%	1.4%
O=c1c2c3c(sc2ncn1/N=C/c1ccc(Br)o1)CCCC3	-6.9%	0.2%	-13.1%	-2.0%
Cc1cn2c(=O)cc(COC(=O)c3cccc(NC(=O)COc4ccccc4Cl)c3)nc2s1	-7.8%	-11.5%[10.9 µM]	-20.9%	-1.0%
CN1CCN(c2ccc(S(=O)(=O)N3CCCCC3)cc2NC(=O)Cc2ccc(Cl)cc2)CC1	-8.4%	nt	0.6%	nt
Cc1cccnc1Nc1nc(-c2ccc(O)cc2O)cs1	2.9%	-23.8%	-14.0%	9.8%
CC(=O)c1ccc(S(=O)(=O)Nc2cccc(-c3ccc(N4CCCCC4)nn3)c2)cc1	10µM*	-17.1%[10.9 µM]	5.01µM*	?
Nn1c(Nc2ccccc2)nc2sc3c(c2c1=O)CCC3	-21.9%	-15.8%	-19.7%	?
CCn1ncc(Br)c1C(=O)Nc1cc(C(=O)OC)ccc1C(=O)OC	-5.0%	-19.7%	-6.0%	-1.6%
COc1ccc(NC(=O)Cn2cc(S(=O)(=O)c3ccccc3)c(=O)c3cc(C)ccc32)cc1Cl	3.4%	-15.1%[10.9 µM]	-15.8%	0.5%
CC(=O)CSc1nnc2cc(C)c3cc(C)cc(C)c3n12	-2.7%	-8.1%[10.9 µM]	-10.8%	-0.7%
CSc1ccccc1NC(=O)c1cnccn1	0.7%	-22.6%	3.6%	-0.7%
CCOc1ccc(NC(=O)c2oc3ccccc3c2NC(=O)Cc2ccc(OC)c(OC)c2)cc1	-12.0%	-16.3%[10.9 µM]	-20.1%	-0.8%
COc1ccccc1NC(=O)CN1CCN(CC(=O)Nc2ccc(F)c(F)c2)CC1	-2.2%	-11.0%[10.9 µM]	-29.5%	-0.8%
O=C(CSc1nnc(-c2ccncc2)n1Cc1ccco1)Nc1nccs1	0.5%	nt	7.8%	nt
CCNc1ccc(Br)cc(C(=O)/C=C/c2c(Cl)cccc2Cl)c1=O	-2.0%	nt	51.7%[activator]	nt
O=C(O)C1CCCCC1C(=O)NCCCN1CCOCC1 (stereo unspecified)	12.8%	0.5%	-12.3%	0.0%
O=S(=O)(c1ccc2c(c1)OCCO2)N1CCN(Cc2ccc3c(c2)OCO3)CC1	4.5%	-8.0%	3.6%	4.2%
COc1ccc(N2CCN(C(=O)c3cc4cc5ccc(Cl)cc5nc4o3)CC2)cc1	-4.9%	-6.0%[10.9 µM]	9.4%	-1.2%
CCCCCCCCc1nc(=S)[nH][nH]1	-2.4%	nt	8.8%	nt
Cc1nc2ccc(S(=O)(=O)N(CC(=O)Nc3ccc(F)cc3)Cc3ccccc3)cc2s1	0.4%	-16.5%[10.9 µM]	-14.9%	?
Cn1nnnc1SCC1=C(C(=O)O)N2C(=O)C(NC(=O)C(OC=O)c3ccccc3)C2SC1 (stereo unspecified)	7.1%	1.3%	0.1%	nt
Cc1cc(S(=O)(=O)Nc2ccc(-c3ccc(N4CCCCC4)nn3)cc2)c(C)cc1Cl	-6.5%	?	-0.7%	2.6%
CN(C)CCSc1nnc(-c2ccccc2)o1	-3.3%	-48.6%[inhibitor]	-6.2%	?
Cc1cc(C)cc(N2C(=O)CC(N3CCOCC3)C2=O)c1 (stereo unspecified)	-12.1%	-5.9%	-7.4%	-1.1%
CCOc1ccccc1CNC(=O)C(CC)n1nc(C)c2c(C)n(-c3ccccc3)nc2c1=O (stereo unspecified)	3.7%	8.6%[10.9 µM]	7.2%	?
Cn1c(NC(=O)c2ccco2)c(-c2ccccc2)c(=O)c2ccccc21	4.9%	-4.3%	14.2%	-0.5%
CCO/N=C(\C)c1c(O)c(CC)c(-c2ccccc2)n(-c2ccccc2)c1=O	10.2%	nt	4.8%	nt
CCOC(=O)c1c(-c2ccccc2)csc1NC(=O)c1nn(CC)cc1Br	17.0%	-15.1%	1.4%	?
COc1ccc(Nc2cc(C(=O)NCCCN(C)Cc3ccccc3)c3ccccc3n2)cc1	?	-11.4%[10.9 µM]	?	?
Cc1ccc(C)c(C2=CSC3=NCCN23)c1	?	-15.0%	-3.8%	1.4%
CCc1nnc(NC(=O)OCc2ccccc2)s1	-6.4%	-15.8%	8.1%	?
Cc1cccc(-n2nnnc2SCC(=O)c2cc(C)n(Cc3ccco3)c2C)c1	?	-15.3%	?	4.1%
CCN1CCN(C(=O)c2ccc3c(c2)N(Cc2ccc(Cl)cc2)C(=O)c2ccccc2S3(=O)=O)CC1	6.6%	-8.2%[10.9 µM]	-14.4%	0.8%
COc1ccc(C)cc1NC(=O)CN(Cc1nnc(-c2ccc(Cl)cc2)o1)C1CCCC1	25.2%	9.5%	15.9%	?
COc1cc(C2c3c(oc4ccccc4c3=O)C(=O)N2c2nncs2)cc(OC)c1OC (stereo unspecified)	-1.7%	6.5%[10.9 µM]	19.1%	0.3%
Cc1c(O)c(=O)ccn1Cc1ccccc1	-10.4%[9.22 µM]	nt	?	nt
CCN(CC)CCCNC(=O)c1ccccc1C	-5.8%	-3.6%	10.6%	1.2%
CCOC(=O)c1c(NC(=O)CN2CCOCC2)sc2c1CCCC2	15.4%	-23.9%	14.5%	2.0%
Cc1ccccc1NC(=O)c1c(NC(=O)C(F)(F)F)sc2c1CCCCC2	10.8%	-18.7%[10.9 µM]	?	?
Cc1cccc(Cn2cc3c(=O)n(CC(=O)Nc4cccc(C)c4C)nc-3c3cc(F)ccc32)c1	6.6%	8.7%[10.9 µM]	1.1%	3.0%
CCOC(=O)c1sc(NC(=O)c2ccco2)nc1C	-29.6%	-53.6%[inhibitor]	-14.6%	2.0%
COc1ccccc1NC(=O)CC1Sc2ccc(C(F)(F)F)cc2NC1=O (stereo unspecified)	-14.6%	-8.2%[10.9 µM]	-6.3%	4.1%
O=C(Oc1ccc2cccc(OC(=O)N3CCOCC3)c2c1)N1CCOCC1	-9.9%	nt	6.9%	-3.5%
COC(=O)Cn1c(C(F)(F)F)nc2ccccc21	5.1%	nt	12.8%	nt

Among those listed so far, two have an NH in an aromatic ring.
structure	p53ts 32C kill	Peg3 imprint	p53ts 39C kill	IkB signaling
CCn1[nH]c(=O)c(=Nc2c(C)n(C)n(-c3ccccc3)c2=O)cc1-c1ccc(Cl)cc1	-15.1%	-3.2%	-2.2%	1.4%
CCCCCCCCc1nc(=S)[nH][nH]1	-2.4%	nt	8.8%	nt

Further compounds follow.
structure	p53ts 32C kill	Peg3 imprint	p53ts 39C kill	IkB signaling
CC(C)NC(=O)N1CCCC2(CCN(C(=O)c3cc(C(F)(F)F)cc(C(F)(F)F)c3)CC2)C1	-12.5%	nt	-1.2%	2.3%[11.4 µM]
N#Cc1ccc(CSc2nnc(Nc3ccccc3)s2)cc1	-22.2%	10.2%	1.3%	-0.2%
O=c1oc2c3c4c(cc2c2c1CCC2)OCCN4CCC3	-1.7%	-17.1%	0.7%	-2.7%
COc1ccc(CN2CCN(C(=O)C3CC(=O)N(C4CCCCCC4)C3)CC2)c(OC)c1OC (stereo unspecified)	-2.1%	-35.0%[inhibitor]	-5.5%	1.1%
CC1CCc2sc3nc(NCc4ccco4)n4ncnc4c3c2C1 (stereo unspecified)	14.2%	-0.1%	0.6%	-1.9%
COc1cccc(C2C(C(=O)Nc3ccc(Cl)cc3)=C(C)Nc3nc4ccccc4n32)c1 (stereo unspecified)	12.4%	-2.5%[10.9 µM]	-18.3%	2.2%
O=C1CC(c2nnc(Cc3cccc(Cl)c3)o2)CN1c1ccccc1 (stereo unspecified)	0.0%	6.9%[10.9 µM]	17.3%	3.2%
c1ccc(-n2c(SCc3ccncc3)nnc2-c2ccco2)cc1	-5.8%	-4.2%	-5.9%	0.0%
CCc1cc(C(=O)NC(C)c2ccccc2)no1 (stereo unspecified)	7.1%	-4.4%[10.9 µM]	13.2%	-0.8%
CCN(CC)c1ccc(NC(=O)CSc2nc(-c3cccs3)cc(C(F)(F)F)n2)cc1	10.1%	-22.1%[10.9 µM]	-3.1%	-1.0%
Clc1cccc(Cl)c1Cn1nnc(-c2cccs2)n1	1.3%	-2.2%	1.1%	0.4%
COC(=O)c1cc2c(=O)n3ccccc3nc2n(C)c1=N	4.2%	7.4%	8.2%	-1.2%
N#CCSc1nnc(COc2ccccc2)n1-c1ccccc1	12.2%	nt	5.0%	nt
Cc1cccc(C)c1OCc1nnc(SCC(=O)NCc2ccccc2)o1	2.4%	5.2%	-6.2%	0.8%
O=C(O)CNC(=O)c1ccccc1O	-6.0%[9.22 µM]	-15.0%[10.9 µM]	-13.5%[9.22 µM]	-0.2%[11.4 µM]
Cc1cc2nc(-c3cccc(NC(=O)COc4ccc(C(C)C)cc4)c3)oc2cc1C	?	5.4%[10.9 µM]	?	-2.0%
CCOC(=O)N1CCC(NC(=O)c2cccc3c2C(=O)N(Cc2cccnc2)C3)CC1	-8.1%	-5.0%	-5.9%	-0.2%
CC1(C)CC(=O)N(CC(=O)N2CCN(c3ncccn3)CC2)c2ccccc2S1(=O)=O	5.8%	14.9%	-5.8%	-1.6%
COc1cccc(-c2cn3ncsc3n2)c1	?	-49.6%[inhibitor][10.9 µM]	?	-2.0%
CC1=CC(=O)CC(C)(C)[C@]1(O)/C=C\C(C)=C\C(=O)O	2.3%[9.22 µM]	-11.4%[10.9 µM]	2.9%[9.22 µM]	-0.1%[11.4 µM]
CCS(=O)(=O)N1CCN(c2ccc(C(=O)NC3C4CC5CC(C4)CC3C5)cc2[N+](=O)[O-])CC1 (stereo unspecified)	-1.7%	nt	13.0%	nt
COC(=O)C1=C(C)Nc2nnnn2C1c1cccnc1 (stereo unspecified)	-10.0%	nt	-13.7%	nt
O=C(NCCc1ccccc1F)C1CCCN1S(=O)(=O)c1ccc2ccccc2c1 (stereo unspecified)	-7.3%	nt	6.7%	nt
O=C(NCCSCc1ccccc1)C1CCN(S(=O)(=O)Cc2ccccc2)CC1	7.7%	-8.0%[10.9 µM]	-1.6%	-1.2%
COC(=O)C(CCCCN1C(=O)C2C3C=CC(C3)C2C1=O)N1C(=O)C2C3C=CC(C3)C2C1=O (stereo unspecified)	0.3%	-1.1%	-10.5%	-0.7%
COC(=O)CSc1nnc2n(-c3ccccc3)c(=O)c3c4c(sc3n12)COC(C(C)C)C4 (stereo unspecified)	-9.5%	5.3%[10.9 µM]	26.8%	0.8%

Three successive entries from above, quoted:
structure	p53ts 32C kill	Peg3 imprint	p53ts 39C kill	IkB signaling
O=C(NCCSCc1ccccc1)C1CCN(S(=O)(=O)Cc2ccccc2)CC1	7.7%	-8.0%[10.9 µM]	-1.6%	-1.2%
COC(=O)C(CCCCN1C(=O)C2C3C=CC(C3)C2C1=O)N1C(=O)C2C3C=CC(C3)C2C1=O (stereo unspecified)	0.3%	-1.1%	-10.5%	-0.7%
COC(=O)CSc1nnc2n(-c3ccccc3)c(=O)c3c4c(sc3n12)COC(C(C)C)C4 (stereo unspecified)	-9.5%	5.3%[10.9 µM]	26.8%	0.8%

Source: PubChem BioAssay
